Screening data deposited in PubChem by National Center for Advancing Translational Sciences (NCATS).
a7 integrin act = activates integrin-mediated alleviation for muscular dystrophy | alpha7betagal myoblasts, beta-gal FDG fluorescence, 48 h | Potency, µM (top dose mostly 38.3 µM), inactives show top-dose activation, hits mostly activators | hit rate 0.064% among 350,000; active = well fitted activation curve with a large enough effect;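 also: 100% = response of the positive control SU9516; nearly all actives have a fitted effect of over 60% in size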
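Alpha7betagal+/- myoblasts (passage 13) were plated 16-24 hr, then exposed to compounds (1:260 dilution of DMSO stock) for 48 hours at 37C. After MPER lysis, β-galactosidase reporter activity was read as FDG fluorescence (ex 480/em 540) after 30 minutes.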
* hit, by the source's call; [ ] = remark or other dose. Potency is read from the fitted curve at half-maximal effect.

a7 integrin act,Structure
3.3%,C[C@H]1CN([C@@H](C)CO)C(=O)CCCn2nncc2CO[C@@H]1CN(C)C(=O)c1ccccc1
-19.2%,Cc1ccc(S(=O)(=O)N2C[C@H]3n4c(=O)ccc(=O)n4C[C@H](OC(=O)NCc4ccccc4)[C@@]3(O)C2)cc1
-34.5%,CC1C(=O)N(Cc2cn(CCC3OCCO3)nn2)CCS(=O)(=O)N1Cc1ccc(-c2ccc(Cl)cc2)cc1 (centres undefined)
-6.7%,CC1(C)CC(=O)C=C(c2ccc(COC(=O)c3cccc(C(F)(F)F)c3)cc2)C1=O
-0.8%,COc1ccc(C(=O)C(C)OC(=O)C2CC3CCCC(C2)C3=O)cc1 (centres undefined)
-0.9%,COCCNc1nnc(SCC(=O)c2cc(C)n(C3CC3)c2C)s1
20.4%,C[C@@H]1CN([C@@H](C)CO)C(=O)CCCn2cc(nn2)CO[C@H]1CN(C)S(=O)(=O)c1ccc(Cl)cc1
-15.4%,CCc1nc(NCc2cccs2)c2nnn(Cc3ccccc3)c2n1
8.3%,COc1cc2ccc(CC(N)=O)cc2cc1OC
10.6%,CCC(=O)N(Cc1cc2cc(OC)ccc2[nH]c1=O)c1ccccc1OC
0.1%,Cn1c(=NN=Cc2ccccc2OCCO)sc2ccccc21
-9.7%,C[C@@H]1CN([C@H](C)CO)C(=O)CCCn2nncc2CO[C@H]1CN(C)S(=O)(=O)c1ccccc1
2.4%,Cc1noc(C)c1NC(=O)N(C)C[C@@H]1OCc2cnnn2CCCC(=O)N([C@H](C)CO)C[C@@H]1C
-0.7%,Cc1ccc(NS(=O)(=O)c2ccc(-n3cccn3)cc2)c(Cl)c1
-2.0%,CCc1ccccc1NC(=O)C1CCN(S(=O)(=O)c2ccc(N3CCCC3=O)cc2)CC1
-9.1%,COc1ccc(CC(=O)N2CCN(C(=O)Cc3ccc(OC)c(OC)c3)CC2)cc1OC
2.3%,CCc1ncc(CO)n1Cc1cccc2ccccc12
6.7%,COc1ccc([C@H]2CN(Cc3ccccc3)C(=O)[C@@H]2CC(=O)Nc2ccccc2)cc1
-55.7%[inhibitor],Nc1nc(N)c2cc(Sc3ccc(Cl)cc3)ccc2n1
3.0%,CC(C)C(C(=O)O)N1C(=O)C2C3CCC(C3)C2C1=O (centres undefined)
0.6%,COCC(C)n1c(SCC(=O)Nc2cccnc2Cl)nc2ccccc2c1=O (centres undefined)
-8.0%,Cc1ccc(OCC(=O)Nc2cccc(S(=O)(=O)N3CCCC3)c2)cc1C
8.2%,CC1CCN(c2ccc3c(c2)S(=O)(=O)c2cc(C(=O)O)ccc2C3=O)CC1
-20.5%,CC(C)CC1C(=O)N(Cc2cn(CCC3OCCCO3)nn2)CCS(=O)(=O)N1Cc1ccc(-c2ccncc2)cc1 (centres undefined)
-20.0%,CCOC(=O)N(C)C[C@@H]1OCc2cn(nn2)CCCC(=O)N([C@@H](C)CO)C[C@H]1C

Entries shown so far containing an aryl thioether with sulfur outside any ring:
a7 integrin act,Structure
-0.9%,COCCNc1nnc(SCC(=O)c2cc(C)n(C3CC3)c2C)s1
-55.7%[inhibitor],Nc1nc(N)c2cc(Sc3ccc(Cl)cc3)ccc2n1
0.6%,COCC(C)n1c(SCC(=O)Nc2cccnc2Cl)nc2ccccc2c1=O (centres undefined)

The list continues:
a7 integrin act,Structure
-7.0%,CCCCOc1ccc(C(=O)NCC(=O)OCCCOC(=O)CNC(=O)c2ccc(OCCCC)cc2)cc1
25.9%,FC(F)c1nc2nc(Cl)c(Cl)nc2[nH]1
13.6%,C[C@@H]1CN([C@@H](C)CO)C(=O)CCCn2nncc2CO[C@H]1CN(C)S(=O)(=O)c1ccccc1F
8.3%,COC(=O)c1cccc(NC(=O)/C(=C\c2ccco2)NC(=O)c2ccco2)c1
23.4%,COCCNC(=O)C[C@@H]1C[C@H]2c3cc(NC(=O)Nc4ccc(F)cc4)ccc3O[C@H]2[C@H](CO)O1
10.6%,CSc1ncnc2c1ncn2CCCN(C)Cc1ccco1
-8.7%,Cc1ccc(S(=O)(=O)N2C[C@H]3C(=O)C[C@@H](c4ccc(Cl)cc4)N(S(=O)(=O)c4ccccc4C)[C@H]3C[C@H]2c2ccc(Cl)cc2)cc1
-8.6%,CN(C)S(=O)(=O)c1cccc(NC(=O)CNc2cccc(S(=O)(=O)N3CCCCC3)c2)c1
-16.6%,O=C(CC1CCCC1)NNC(=O)c1ccccc1O
22.1%,O=C(COC(=O)c1ccc(S(=O)(=O)N2CCOCC2)cc1)NCc1ccco1
18.0%,COc1ncnc2c1ncn2CCCN1CCN(c2ncccn2)CC1
15.3%,CCOc1ccc(OCCC(=O)Nc2ccccc2C(=O)NC2CC2)cc1
-5.7%,O=C(C=CC=Cc1ccccc1)c1ccc([N+](=O)[O-])cc1
16.9%,Cc1cc(C(=O)N2CCCC(N3CCN(c4ccccc4C)CC3)C2)no1 (centres undefined)
6.4%,COc1ccc([C@H]2N[C@]3(CCCN(CC4CCCCC4)C3=O)[C@H]3C(=O)N(C)C(=O)[C@@H]23)cc1
9.8%,CN(Cc1ccccc1)C(=O)c1ncn2c1c(=O)[nH]c1cccnc12
1.1%,CC1(C)CC(=O)C=C(c2cn[nH]n2)C1
-5.7%,Cc1ccc(NC(=O)COC(=O)c2cccc(S(=O)(=O)N3CCCCCC3)c2)cc1
1.4%,Cc1nn(CC(C)C)c(Cl)c1C(=O)NCC1CCCO1 (centres undefined)
19.0%,COc1cccc(CN(C)C[C@@H]2OCc3cnnn3CCCC(=O)N([C@@H](C)CO)C[C@H]2C)c1
-11.6%,O=C(Nc1ccc2c(c1)[C@H]1C[C@@H](CC(=O)N3CCOCC3)O[C@@H](CO)[C@H]1O2)C1CCOCC1
2.4%,C=CCn1nc(C(=O)OCC)cc1-c1sc(NC(=O)c2ccccc2)nc1C
17.1%,O=C(CN1CCOCC1)N1c2ccccc2Sc2ccc(Cl)cc21
-34.6%,COc1ccc(CNC(=O)O[C@@H]2C[C@H]3C(=O)N(c4ccccc4)C(=O)[C@H]3[C@@]3(CN(S(=O)(=O)c4ccc(C)cc4)C[C@H]3C)[C@@H]2O)cc1OC
-15.3%,C#CCN(C[C@H]1[C@H](OC(=O)NCc2ccccc2F)[C@H](OC(=O)NCc2ccccc2F)C[C@@H](C(=O)OC)[C@H]1C(=O)OC)S(=O)(=O)c1ccc(C)cc1

Four entries from above, with bars between the fields.
SMILES | a7 integrin act
O=C(Nc1ccc2c(c1)[C@H]1C[C@@H](CC(=O)N3CCOCC3)O[C@@H](CO)[C@H]1O2)C1CCOCC1 | -11.6%
C=CCn1nc(C(=O)OCC)cc1-c1sc(NC(=O)c2ccccc2)nc1C | 2.4%
O=C(CN1CCOCC1)N1c2ccccc2Sc2ccc(Cl)cc21 | 17.1%
COc1ccc(CNC(=O)O[C@@H]2C[C@H]3C(=O)N(c4ccccc4)C(=O)[C@H]3[C@@]3(CN(S(=O)(=O)c4ccc(C)cc4)C[C@H]3C)[C@@H]2O)cc1OC | -34.6%

Further records follow.
a7 integrin act,Structure
-1.0%,CCCc1ccc(S(=O)(=O)N2CCN(C(=O)CN3C(=O)NC(C)(C4CC4)C3=O)CC2)cc1 (centres undefined)
-0.1%,Cn1c(CC(O)c2nc3ccccc3n2C)nc2ccccc21 (centres undefined)
1.7%,CCCN(CC1CC1)C(=S)NC(=O)c1ccccc1C
4.9%,CC1=C(C(=O)N2CCOCC2)CC(CC(=O)NCc2cccs2)C(=O)N1Cc1ccc(F)cc1 (centres undefined)
-19.7%,S=C1SC2(CCCCCC2)NC2=C1CCCCC2
-44.4%,O=C1[C@H]2[C@@H](c3ccc(C(F)(F)F)cc3)N[C@]3(CCCN(Cc4ccc(F)cc4)C3=O)[C@H]2C(=O)N1Cc1ccccc1
-9.4%,CC1=C(C(=O)N2CCOCC2)CC(CC(=O)NCc2ccco2)C(=O)N1Cc1ccc(C(C)(C)C)cc1 (centres undefined)
-35.4%,CCOC(=O)Nc1ccc2nc(-c3cscn3)[nH]c2c1
-9.7%,COc1ccccc1-c1n[nH]nc1C1=CC(=O)CC(C)(C)C1
-7.9%,CNC(=O)c1ccc(CN(C)C(=O)/C=C/c2ccc(S(=O)(=O)N3CCCCCC3)cc2)cc1
-1.0%,CCN(CC(=O)Nc1ccccc1C(F)(F)F)C(=O)c1ccc2c(c1)NC(=O)C(C)S2 (centres undefined)
-2.1%,COc1ccc(C)c2sc(N(CCN(C)C)C(=O)c3ccc(S(=O)(=O)N(C)c4ccccc4)cc3)nc12
-8.7%,O=C(COC(=O)/C=C/c1ccc2ccccc2n1)NNC(=O)c1ccccc1
-46.5%[inhibitor],O=[N+]([O-])c1ccc(-c2nc(Cl)c3c(n2)CCCC3)o1
-4.1%,COC(=O)C[C@H]1C[C@@H]2c3cc(NC(=O)Nc4ccccc4)ccc3O[C@@H]2[C@@H](CO)O1
-8.9%,C[C@@H]1CN([C@H](C)CO)C(=O)CCCn2nncc2CO[C@H]1CN(C)Cc1ccc(-c2ccccc2)cc1
19.8%,CC1=C(C(=O)N2CCOCC2)CC(CC(=O)NC(c2ccccc2)c2ccccc2)C(=O)N1Cc1ccc(F)cc1 (centres undefined)
23.0%,C[C@H]1CN([C@@H](C)CO)S(=O)(=O)c2ccc(Br)cc2O[C@@H]1CN(C)C(=O)C1CCOCC1
9.9%,CCOC(=O)c1cc(-c2sc(NC(=O)c3ccccc3)nc2C)n(-c2ccc(Br)cc2)n1
-13.1%,CCN(CC)CCOc1ccc(-c2c(C)c3c(ccc4ccccc43)oc2=O)cc1
-2.2%,Cc1csc(SCC(=O)Nc2cc(F)ccc2C)n1
5.3%,CC1NC(=O)c2cc3ccccc3cc2-n2c1nc1cc(Cl)ccc1c2=O (centres undefined)
-4.8%,Cc1ccc(C(=O)OCC(=O)NC2CCCC(C)C2C)s1 (centres undefined)
21.5%,CCCNC(=O)N(C)C[C@@H]1Oc2cc(C#CC(C)(C)O)ccc2S(=O)(=O)N([C@H](C)CO)C[C@H]1C
-15.7%,C#CCN(C[C@H]1[C@H](OC(=O)NC2CCCC2)[C@H](OC(=O)NC2CCCC2)C[C@H]2C(=O)N(c3ccccc3)C(=O)[C@@H]12)S(=O)(=O)c1ccc(C)cc1
15.0%,Cc1ccc(S(=O)ONc2cccc(NOS(=O)c3ccc(C)cc3)c2)cc1 (centres undefined)
4.6%,CC(C)(C)OC(=O)N1Cc2cc3ccccc3nc2C1
-36.5%,Cc1ccc(OCC(=O)Nc2ccc3c(c2)nc(CCN2CCN(c4ccccn4)CC2)n3C)cc1
1.9%,Cc1ccc(C(=O)OCC(=O)Nc2ccc(C)c(S(=O)(=O)N3CCCCC3)c2)c(O)c1
7.2%,COc1ccc(Nc2nnc(SCC(=O)NC3CCCC3)s2)cc1
7.7%,Cc1ccc([C@H]2C[C@H](O)[C@@H](n3cc(COC(=O)c4ccccc4)nn3)CN2CC2CCCCC2)cc1
12.5%,Cc1ccccc1C(=O)OCC(=O)Nc1cccc(S(=O)(=O)N2CCCCC2)c1
2.1%,CC1=C(C(=O)N2CCOCC2)CC(CC(=O)NC2CC2)C(=O)N1Cc1ccccc1 (centres undefined)
-8.1%,CCOc1ccc(S(=O)(=O)N2CCOCC2)cc1NC(=O)CN1C(=O)NC(C)(C2CC2)C1=O (centres undefined)
24.4%,Cc1ccc(S(=O)(=O)N(C)C)cc1NC(=O)CN1C(=O)NC2(CCc3ccccc32)C1=O (centres undefined)
18.9%,COc1cccc(-c2cc3nc(C)cc(N4CCN(C(=O)c5ccoc5)CC4)n3n2)c1
-2.0%,COc1ccc2oc(C(=O)OCC(=O)Nc3ccc(C)c(S(=O)(=O)N4CCOCC4)c3)c(C)c2c1
11.0%,CC1(C)OC2COC(c3[nH]nc4c(=O)[nH]c(=O)[nH]c34)C2O1 (centres undefined)
-4.6%,O=c1oc(-c2ccc(Cl)cc2[N+](=O)[O-])nc2ccccc12
0.5%,O=C(COC(=O)Cc1ccc(Cl)c(Cl)c1)NCCc1ccccc1
6.4%,COc1ccc(S(=O)(=O)N(C)C[C@H]2OCc3cnnn3CCCC(=O)N([C@H](C)CO)C[C@H]2C)cc1
0.8%,COc1ccc(C(C#N)CC(=O)c2ccc(OC)c(OCc3ccccc3)c2)cc1OC (centres undefined)
-20.2%,COc1cc(-c2ccc3cc(OC)c(OC)c(OC)c3c2)cc(OC)c1OC
-1.9%,Cc1c(NC(=O)c2cccc(NC(=O)C(C)Oc3ccccc3)c2)c(=O)n(-c2ccccc2)n1C (centres undefined)
17.2%,O=C(CNc1ccc(Br)cc1)Nc1ccc(S(=O)(=O)N2CCCCC2)cc1
10.5%,Cc1ccc(-n2ncc3c(=O)n(-c4cccc(C)c4)c(=O)[nH]c32)cc1
-43.7%,C#CCN(C[C@H]1[C@H](OC(=O)NC2CCCC2)[C@H](OC(=O)NC2CCCC2)C[C@@H](C(=O)OC)[C@H]1C(=O)OC)S(=O)(=O)c1ccc(C)cc1
-6.3%,Cc1ccccc1NC(=O)COC(=O)c1ccc(C)c(S(=O)(=O)N2CCCCC2)c1
10.3%,O=C1OCCC1=COCCOC=C1CCOC1=O
-63.1%[inhibitor],Cc1[nH]ccc2cc3nc4ccccc4c3cc12

Remaining list, next part:
a7 integrin act,Structure
10.5%,COc1ccccc1C(=O)C1CCCN(C(=O)c2ccc(Cl)cc2)C1 (centres undefined)
6.8%,COc1ccc(N2CCN(C(=O)c3ccc4c(c3)NC(=O)C(CSCc3ccccc3F)N4)CC2)cc1 (centres undefined)
-0.9%,CCCOc1ccc(C(=O)NC(=S)N2CCN(c3ncc4c(=O)c(C(=O)O)cn(CC)c4n3)CC2)cc1
-25.1%,Cc1ccc(S(=O)(=O)N2CCCC2CNC(=O)C(=O)NCc2ccc3c(c2)OCO3)cc1 (centres undefined)
-6.8%,CCCNC(=S)NC1CC2CCCC(C1)N2Cc1ccccc1OC (centres undefined)
9.1%,O=C(NCc1nnc(SCC(=O)N2CCOCC2)o1)c1ccccc1

A portion of the library; the hit share may differ from the screen's.
